Source: PubChem (several laboratories)
PTPN22 act = LYP phosphatase activators, primary screen, biochemical, DiFMUP fluorescence, 2 µM | recombinant LYP; 0 = plate median, 100 = signal doubled | activation, % at 2 µM | 96,000 compounds, 0.11% hits;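 active = activation at 2 µM above a set limit, the mean plus 5 SD, cut at about 37% in these data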
S1P2 blocker = human S1P2 receptor antagonists, primary screen, cell-based | cell-based S1P2 antagonist assay, inhibition at 5 uM | 97,000 compounds, 0.21% hits | inhibition, % at 5 µM | Sphingosine 1-phosphate receptor 2 (Homo sapiens), O95136; in the data active = inhibition above about 45%;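 note: CRE beta-lactamase reporter cells expressing human S1P2 stimulated with S1P; 0% = agonist at EC80 alone and 100% = agonist plus reference antagonist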
FAK blocker = FAK kinase inhibitors, primary screen, biochemical. Focal adhesion kinase 1 (Homo sapiens), Q05397. 97,000 compounds, 0.84% hits. biochemical FAK kinase activity assay. inhibition, %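 (tested at 7 µM)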; in the data active = inhibition above about 19%;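 note: 0% = DMSO and 100% = reference compound high control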
EphB4 antag = EphB4-ephrin-B2 interaction antagonists, primary screen, biochemical, TNYL-RAW peptide probe, fluorescence polarization; EphB4 LBD / TNYL-RAW-Alexa532 peptide; inhibition, % at 7 µM; 97,000 compounds, 0.15% hits;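 active = inhibition above the screen-wide mean inhibition plus 3 SD, cut at about 15% in these data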;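 note: 0% = DMSO wells and 100% = excess unlabeled TNYL-RAW peptide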
Target sequence (P54760 whole entry, looked up, the tested form may be a part): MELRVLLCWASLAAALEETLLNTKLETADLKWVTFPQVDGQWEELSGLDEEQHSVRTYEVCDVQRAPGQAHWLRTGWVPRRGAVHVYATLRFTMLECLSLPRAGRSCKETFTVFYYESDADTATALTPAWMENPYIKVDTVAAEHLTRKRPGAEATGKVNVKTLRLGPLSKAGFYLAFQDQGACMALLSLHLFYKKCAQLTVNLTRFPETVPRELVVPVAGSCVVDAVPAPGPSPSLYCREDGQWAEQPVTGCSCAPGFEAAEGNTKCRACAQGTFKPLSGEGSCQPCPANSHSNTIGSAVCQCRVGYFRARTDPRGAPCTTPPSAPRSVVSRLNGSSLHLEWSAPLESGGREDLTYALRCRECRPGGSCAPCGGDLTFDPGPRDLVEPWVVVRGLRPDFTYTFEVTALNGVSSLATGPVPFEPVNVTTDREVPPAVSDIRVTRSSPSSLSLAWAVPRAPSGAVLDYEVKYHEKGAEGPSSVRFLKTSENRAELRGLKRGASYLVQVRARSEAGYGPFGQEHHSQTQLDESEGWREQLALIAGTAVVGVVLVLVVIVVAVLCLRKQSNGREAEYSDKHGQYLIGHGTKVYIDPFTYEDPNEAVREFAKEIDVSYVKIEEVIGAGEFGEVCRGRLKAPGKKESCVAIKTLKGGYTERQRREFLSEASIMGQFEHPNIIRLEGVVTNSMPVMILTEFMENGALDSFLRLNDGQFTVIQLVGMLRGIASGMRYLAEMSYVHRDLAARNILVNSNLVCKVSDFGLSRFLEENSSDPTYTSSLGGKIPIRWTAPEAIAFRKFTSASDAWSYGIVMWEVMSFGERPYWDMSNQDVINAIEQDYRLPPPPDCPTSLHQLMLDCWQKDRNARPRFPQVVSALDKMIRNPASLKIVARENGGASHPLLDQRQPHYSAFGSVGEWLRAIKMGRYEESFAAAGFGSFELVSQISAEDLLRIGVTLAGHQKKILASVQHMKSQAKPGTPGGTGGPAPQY
PTPN22 inh 2 = PTPN22 phosphatase inhibitors, primary screen, biochemical, DiFMUP fluorescence, 2 µM; inhibition, % at 2 µM; 96,000 compounds, 0.21% hits; recombinant LYP catalytic domain; Tyrosine-protein phosphatase non-receptor type 22 (Homo sapiens), Q9Y2R2;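 active = inhibition at 2 µM at or above a set limit, the screen mean plus 3 SD, cut at about 24% in these data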;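 note: 0% = DMSO with enzyme and 100% = enzyme fully blocked by orthovanadate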
S1P2 agonist = S1P2 receptor agonists, primary screen, cell-based; S1P2-expressing cell line, agonist reporter read-out; activation, % at 4.5 µM; 97,000 compounds, 0.46% hits; AID 729, 2007; in the data active = activation above about 16%;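 note: 0% = vehicle low control and 100% = maximal reference agonist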
PostGolgi ctrl = growth inhibition of yeast control strain, primary screen, counter-screen for post-Golgi transport modulator project | inhibition, % at 10 µM | 98,000 compounds, 5% hits | efflux-deficient yeast background strain, growth absorbance A615, 16 h | AID 738, 2007
PostGolgi yeast = phenotypic screen on post-Golgi transport, primary screen | AID 739, 2007 | post-Golgi transport phenotypic cell assay | 98,000 compounds, 0.9% hits | inhibition, % at 10 µM;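 note: yeast cells grown in 1536-well plates; yeast grown about 18 h at 30C before absorbance read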
Rev-RRE block = HIV-1 Rev-RRE binding inhibitors, primary screen, biochemical, FRET, protein-RNA interaction | inhibition, % at 8 µM | Rev peptide-RRE RNA binding | P05866 | 97,000 compounds, 0.79% hits;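 active = inhibition above the screen-wide mean plus 3 SD, cut at about 35% in these data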;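 note: 0% = median DMSO wells and 100% = median Neomycin B control wells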
Target sequence (P05866 whole entry, looked up): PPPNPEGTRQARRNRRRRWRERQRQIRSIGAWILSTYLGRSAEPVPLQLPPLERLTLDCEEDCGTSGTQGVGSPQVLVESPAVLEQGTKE
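Assay system: Labelled RRE RNA duplex and labelled Rev peptide | Times: 5 min preincubation and 15 min binding, 25 °C | Detection: FRET, ex 480 nm, em 540 and 671 nm | Evaluation: % inhibition of FRET ratio versus controls | Benchmarks: DMSO wells as 0% and neomycin B wells as 100% inhibition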
* marks the source's active call; other numbers are inactive results; nt = no result given. Cut-off read from the data, not from the text of the source, unless noted: active = inhibition above about 30%; inactive = the rest.

SMILES	PTPN22 act	S1P2 blocker	FAK blocker	EphB4 antag	PTPN22 inh 2	S1P2 agonist	PostGolgi ctrl	PostGolgi yeast	Rev-RRE block
CCCC(C)NC(=O)/C=C/c1cccc([N+](=O)[O-])c1 (stereo not drawn)	11	13	1	0	-4	-8	3	-10	0
CCSc1nnc(NC(=O)C(CC)(C(F)(F)F)C(F)(F)F)s1	-5	-3	1	-4	4	-1	10	-2	9
CCN(CC)S(=O)(=O)c1ccc2c(c1)c(=O)c(C(=O)NCCOC)cn2C	9	-3	-1	-7	-13	1	7	-1	5
COc1cc(NC(=O)c2cc3ccccc3o2)c(OC)cc1Br	0	1	1	-5	-2	-6	7	-1	0
COCC(=O)N(C)c1nnc(-c2cnccn2)s1	12	-12	-4	-3	-9	-2	-3	1	1
CCc1cccc(NC(=O)CSCc2cc(=O)[nH][nH]2)c1	-8	-5	-1	4	10	-4	7	3	1
CN1CCc2c(sc3c2c(=O)n(-c2ccccc2)c2n[nH]c(=S)n32)C1	14	-21	6	-5	-8	0	4	2	-34
NS(=O)(=O)c1ccc(NCc2c(F)cccc2Cl)cc1	-4	-5	-6	5	1	-2	-4	1	7
COc1ccc(/C=N/n2cncn2)cc1CSc1ccccn1	-2	-3	1	-3	1	-1	5	2	2
CCN(CC)C(=O)c1ccc(Nc2nnc(C)c3ccccc23)cc1	-4	-16	0	3	3	-3	nt	nt	6
Cc1ccc(-c2cc(-c3cccs3)[nH]n2)c(O)c1	12	6	-1	2	-11	-8	25	-7	6
Cc1ccc(OC(=O)CCc2c(C)nc3ncnn3c2C)cc1	-7	-4	-1	-4	6	-2	-1	-1	0
O=C(CC1(O)C(=O)Nc2ccccc21)c1ccc2c(c1)OCO2 (stereo not drawn)	0	-5	-1	1	2	-8	3	7	6
COc1ccc(C(=O)O/N=C(\C)c2ccccc2)cc1	-8	-17	0	-1	5	-3	4	-8	1
O=C1c2ccccc2C(=O)N1CCCCSc1nnc2ccccn12	8	0	-7	-13	-11	-11	7	-9	-1
N#Cc1c(SCC(N)=O)nsc1SCc1ccc(Cl)cc1	3	4	-5	-4	1	-8	6	-3	6
Cc1ccc(N2CCN(CCc3nc4cc(NS(C)(=O)=O)ccc4n3C)CC2)cc1	19	9	1	0	-22	-2	-7	-6	4
O=C(O)c1ccc(-n2nnnc2Oc2cccc3cccnc23)cc1	-7	-3	0	4	8	-7	1	24	7
Cc1ccc(NC(=O)c2nnn(-c3cc(C)cc(C)c3)c2N)cc1	1	9	0	2	0	-8	5	-10	12
CCOc1ccc(NC2=NCC(=O)N2Cc2cccs2)cc1	1	17	-9	2	1	-2	0	1	3
CC(=O)OCC(=O)NCc1ccc2c(c1)OCO2	-2	10	-1	1	1	1	30*	-6	7
COc1cccc(C2C(C(=O)c3cc4ccccc4o3)=C(O)C(=O)N2CCN(C)C)c1OC (stereo not drawn)	8	21	-2	5	-5	-5	nt	nt	6
COc1ccc(CCNC2CC(=O)N(C)C2=O)cc1OC (stereo not drawn)	-3	-5	-1	2	1	-1	11	0	10
CCOC(=O)CC1=CC(=O)Nc2ccccc2N1	-3	9	9	1	1	-3	7	-6	8
Cc1ccc(-c2c(C#N)c(N)nc3c2CCCCC3)cc1	11	-1	-1	-2	-12	0	6	15	5
COc1cc2c(cc1NC(=O)CSc1nc3ccccc3[nH]1)oc1ccccc12	-10	-3	0	-5	8	-6	74*	2	11
COc1ccccc1Cn1c(=S)[nH]c2cc(C(=O)NCCN3CCOCC3)ccc2c1=O	2	16	-5	-4	-4	-9	13	0	7
CCOC(=O)N1CCN(C(=O)c2cccc(OC)c2O)CC1	6	-13	1	-3	-8	-5	4	-14	1
COc1ccc(-c2nnc3ccc(SCC(=O)NCc4ccco4)nn23)cc1	-3	1	0	0	2	-2	-1	5	5
Cc1cccnc1NC(=O)c1ccccc1NC(=O)C(C)(C)C	-2	19	0	8	-1	-1	nt	nt	1
CC(=O)Nc1c(C(=O)NCc2ccccc2)nnn1Cc1ccccc1	-9	-3	2	-4	8	-11	2	6	0
CC(C)OC(=O)CSc1nc(N)c(C#N)c(-c2cccs2)c1C#N	1	6	-18	-6	-4	-4	5	-2	0
Cc1ccc2nc(NC(=O)CN(C)S(=O)(=O)c3ccc(Br)s3)sc2c1	-7	-16	-2	0	9	-3	35*	21	22
CC(C)N=C(NC#N)SCc1ccc(Br)cc1	8	6	-4	-1	-12	-5	8	-1	9
CCP(=O)(CC)C(C)(C)CP(=O)(c1ccccc1)c1ccccc1	-8	9	1	-1	8	-3	5	1	0
CCN(CC)c1ccc(NC(=O)c2nc3nc(C)cc(C(F)F)n3n2)cc1	-8	26	0	1	6	-7	-3	-2	3
COc1ccc(OC)c(C(C)NC(C)=O)c1 (stereo not drawn)	7	-11	2	-5	-8	-2	-7	27	5
Cc1ccc(SCCNC(=S)Nc2ccc(C)c(C)c2)cc1	-4	0	-1	4	6	-4	16	2	0
CCOc1ccc(S(=O)(=O)n2nnc3ccccc32)cc1C(C)C	-13	-3	-2	0	12	-6	0	-5	8
CCOc1c2ccc(C(=O)NCc3ccc(C(F)(F)F)cc3C(F)(F)F)cc2nn1C	-10	22	6	1	12	-1	4	-5	16

Complete entries, looked up by structure:
COc1ccc(CCNC2CC(=O)N(C)C2=O)cc1OC (stereo not drawn) is entered as PTPN22 act = -3; S1P2 blocker = -5; FAK blocker = -1; EphB4 antag = 2; PTPN22 inh 2 = 1; S1P2 agonist = -1; PostGolgi ctrl = 11; PostGolgi yeast = 0; Rev-RRE block = 10
Cc1cccnc1NC(=O)c1ccccc1NC(=O)C(C)(C)C is entered as PTPN22 act = -2; S1P2 blocker = 19; FAK blocker = 0; EphB4 antag = 8; PTPN22 inh 2 = -1; S1P2 agonist = -1; PostGolgi ctrl = nt; PostGolgi yeast = nt; Rev-RRE block = 1

(next part)
SMILES	PTPN22 act	S1P2 blocker	FAK blocker	EphB4 antag	PTPN22 inh 2	S1P2 agonist	PostGolgi ctrl	PostGolgi yeast	Rev-RRE block
COc1cc(OC)cc(C(=O)Nc2ccc(S(=O)(=O)Nc3cc(C)nc(C)n3)cc2)c1	1	0	-1	1	2	-2	11	1	2
COc1ccc(N2CCN(CCNC(=O)C3CC(=O)N(C4CCCC4)C3)CC2)cc1 (stereo not drawn)	-3	-5	-4	3	1	-4	4	2	1
O=C(Cn1ccc2ccccc2c1=O)NCC1COc2ccccc2O1 (stereo not drawn)	5	19	5	7	-7	-8	0	20	2
CCOc1cc(CNc2ccccc2)cc(Br)c1OCC(=O)NC(C)(C)C	-5	6	2	0	6	-6	8	-4	-1
CCOc1ccc(NS(=O)(=O)c2ccc(OCC)c3ncccc23)cc1	-4	-7	0	1	5	-5	3	-3	9
COCCn1c(C)cc(C2=NNC(=Nc3ccc(OC)cc3)SC2)c1C	-2	-1	-4	-2	2	-9	5	-3	-7
CSC1=NCCN1C(=O)Cc1ccc(F)cc1	3	5	1	3	-7	-3	1	5	7
COc1cccc(NC(=O)N2CCCC(C(=O)NCc3ccc(F)cc3)C2)c1 (stereo not drawn)	-3	6	-1	4	0	-8	nt	nt	-1
O=c1cc(-c2ccccc2)nc2nc(-c3ccco3)[nH]n12	-7	2	-3	9	6	-5	-2	-5	7
COc1cccc(-c2nc(CS(=O)CC(=O)NC3CC3)c(C)o2)c1 (stereo not drawn)	nt	0	3	-3	nt	-4	4	3	5
CCCCCC(=O)Nc1nc(C)c(-c2csc(Nc3cc(Cl)ccc3C)n2)s1	7	-16	4	-2	-4	-2	2	-5	6
Brc1c(CSc2nncn2-c2ccccc2)nc2ncccn12	1	-1	-2	3	0	-9	6	5	6
O=C(CN1CCOCC1)Nc1nc2ccc(Br)cc2s1	-3	14	2	6	5	-6	7	1	6
O=C(COC(=O)c1cccnc1Nc1ccccc1F)NCc1ccc2c(c1)OCO2	-6	0	-2	-1	7	-5	2	-2	11
CC(=O)Nc1ccc(NS(=O)(=O)C(F)(F)F)cc1	3	9	-2	2	1	-9	5	-4	9
CN(C)/C(CN1CCN(C=O)CC1)=C1\N=C(c2ccccc2)OC1=O	8	22	0	-6	-7	-4	3	-5	0
Cc1ccc(Sc2c(C#N)c(-c3ccccc3)nn2C)cc1	4	-3	1	1	-2	-2	3	-11	21
N#Cc1c(NC(=O)CSc2nnnn2C2CCCCC2)sc2c1CCCC2	-8	0	5	9	11	-3	-2	-1	13
COc1cc(NC(=O)CC2NCCNC2=O)cc(OC)c1 (stereo not drawn)	-2	10	-2	4	5	-5	7	-1	5
C=C(C)c1nc2cc(OC)c(OC)cc2c(=O)o1	-9	-23	-1	-5	10	3	2	0	5
CC(C)c1nc(SCc2ccccn2)c2c(=O)n(C)c(=O)n(C)c2n1	nt	-16	2	6	nt	3	23	4	9
O=C(O)C1CSC(c2ccncc2)N1 (stereo not drawn)	3	7	0	-2	-6	-8	-3	-3	7
CCOC(=O)CSc1nc2c(c(=O)n(Cc3ccccc3Cl)c(=O)n2C)n1C	-4	17	-3	3	3	-3	8	4	6
CC(=O)NC(O)C(=O)c1ccccc1 (stereo not drawn)	7	11	3	-3	-9	-8	2	1	7
COc1cc(NC(=O)c2cccc(Cl)c2)c(OC)cc1NC(=O)CN1CCOCC1	-9	3	3	1	7	-1	14	-2	13
Cc1ccccc1NC(=O)/C=C/c1cccc(C(F)(F)F)c1	-8	-4	0	0	12	-4	1	7	7
O=C(Oc1ccc(-c2nnco2)cc1)N1CCOCC1	-2	-5	5	1	2	0	nt	nt	14
O=C(Cn1[nH]c(=O)c2ccccc2c1=O)NC1CCN(Cc2ccccc2)CC1	9	10	1	-4	-5	-8	11	0	1
Cc1nnc(SCC(=O)N2CCN(S(=O)(=O)c3ccc(Cl)cc3)CC2)[nH]c1=O	-10	-2	-2	5	8	-1	-4	19	3
Cn1c(C(=O)N2CCN(c3nc4ccccc4s3)CC2)cc2sccc21	0	-11	-3	-7	0	-2	45*	-9	10
COc1cccc(-n2c(SCC(=O)N3c4ccccc4CC3C)nnc2-c2ccco2)c1 (stereo not drawn)	0	-10	5	4	-1	-1	14	-6	1
CCCC(NS(=O)(=O)c1ccc(OC)cc1)C(=O)O (stereo not drawn)	-9	-6	1	-5	6	-2	1	5	4
Cc1occc1C(=O)Nc1cc(=O)n(C)c(=O)n1C	-1	-9	0	4	0	-6	4	-4	17
Cc1ccc(S(=O)(=O)NCCCNC(=O)N2CCOCC2)cc1	9	-3	-1	-4	-10	-2	-2	17	-1
Cc1ccc(CSCC(=O)N/N=C/c2ccc(OCC(=O)Nc3ccc(C)cc3)cc2)cc1	0	-1	26*	-11	2	-1	-1	-2	3
COc1cccc(-c2cc(C(=O)NCc3ccco3)no2)c1	-5	-15	0	7	5	0	-9	4	9
O=C(CSc1nnnn1-c1cccc(F)c1)Nc1nc2ccccc2s1	1	-18	-1	4	0	0	nt	nt	7
CCCCNC(=O)c1onc(CSc2ccccc2C)c1C(=O)O	-12	-8	-10	0	15	-6	-3	-1	0

3 compounds picked at random from those above:
SMILES	PTPN22 act	S1P2 blocker	FAK blocker	EphB4 antag	PTPN22 inh 2	S1P2 agonist	PostGolgi ctrl	PostGolgi yeast	Rev-RRE block
Cn1c(C(=O)N2CCN(c3nc4ccccc4s3)CC2)cc2sccc21	0	-11	-3	-7	0	-2	45*	-9	10
Cc1ccc(CSCC(=O)N/N=C/c2ccc(OCC(=O)Nc3ccc(C)cc3)cc2)cc1	0	-1	26*	-11	2	-1	-1	-2	3
COc1cc(NC(=O)c2cccc(Cl)c2)c(OC)cc1NC(=O)CN1CCOCC1	-9	3	3	1	7	-1	14	-2	13

Random draw from the library; overall some 7% were active at least once.
